tuberculosis growth – growth inhibition of non-replicating M. tuberculosis (AID 488890); actives 0.39% (n = 320,000); inhibition, % at 25 µM; hits with a dose series show IC50 in µM; Mycobacterium tuberculosis non-replicating, growth inhibition; higher % means a stronger effect; in the data active means a potency from the dose series; inconclusive means inhibition mostly from about 82% at the one dose, without a potency; inactive means the rest, 99 in 100 with inhibition below about 76%;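 further: plate controls were DMSO cells for no effect and high antibiotic wells for full effect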
H37Rv inhibition – M. tuberculosis growth inhibition, HTS (AID 449762). M. tuberculosis H37Rv growth inhibition, 7H9 media; higher % means a stronger effect. actives 0.59% (n = 330,000). inhibition, % at 25 µM; hits with a dose series show IC50 in µM; in the data active means a potency from the dose series; inconclusive means inhibition above about 70% without an active follow-up result;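 further: bacterial growth assessed after seven days of incubation; strong numbers were not always called active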
H1N1 NS1A inhibition – H1N1 influenza NS1A inhibitors, functional cell based assay (AID 504329) | NS1A functional cell-based assay, percent inhibition; higher % means a stronger effect | inhibition, % at 12.5 µM; hits with a dose series show IC50 in µM | actives 0.3% (n = 340,000); in the data active means a potency from the dose series; inconclusive means inhibition above about 27% without an active follow-up result; further: strong numbers were not always called active
Salmonella PhoP GFP – PhoP regulon inhibitors, Salmonella typhi PhoP promoter GFP reporter, confirmatory (AID 1850) | Salmonella Typhi PhoP-promoter GFP reporter, fluorescence, 4 h; higher % means a stronger effect | inhibition, % at 50 µM, or IC50 in µM where a hit was titrated | actives 0.33% (n = 310,000); in the data active means a potency from the dose series; inconclusive means inhibition mostly from about 25% at the one dose, without a potency; inactive means the rest, 99 in 100 with inhibition below about 19%;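 further: 0% = induced wells with vehicle and 100% = uninduced wells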
inhibitors of VEEV – inhibitors of VEEV TC-83 cytopathic effect, confirmation, Vero cells (AID 588727) | Vero cells, VEEV TC-83 cytopathic effect inhibition; higher % means a stronger effect | actives 0.13% (n = 350,000) | inhibition, % at 20 µM, or IC50 in µM where a hit was titrated; in the data active means a potency from the dose series; inconclusive means inhibition mostly from about 14% at the one dose, without a potency; inactive means the rest, 99 in 100 with inhibition below about 12%; further: strong numbers were not always called active
inhibitors of VEEV 10K pilot screen – recorded beside inhibitors of VEEV, whose call it bears; inhibition, %; measured here: 10K pilot screen inhibition
Starred values were filed as active, the others as inactive; i = inactive; ? = inconclusive; / = not tested or not shown.

SMILES	tuberculosis growth	H37Rv inhibition	H1N1 NS1A inhibition	Salmonella PhoP GFP	inhibitors of VEEV	others
CC1(C)C(N(O)C(=O)Nc2ccccc2)N(c2cccc(Cl)c2)C(=O)N1O (stereo unspecified)	11%	-5%	2%	4%	0.1%
CC(C)Cn1c(=O)c2c(nc3n2CCCN3CCc2ccccc2)n(C)c1=O	31%	2%	-19%	-6%	6.5%
CC(C)(C)NC(=O)c1nc2nc(-c3ccccc3)cc(C(F)(F)F)n2n1	0%	8%	-2%	-12%	1.0%
Cc1ccc(-c2noc(C3CCCN(C(=O)c4cccc(F)c4)C3)n2)cc1 (stereo unspecified)	9%	7%	-6%	-3%	i
CC(C)CNC(=S)NC(=O)c1ccc(Cl)cc1	54%	8%	-6%	-4%	i
N#CC1(NC(=O)CN2c3cccc4cccc(c34)S2(=O)=O)CCCCC1	-3%	-2%	-4%	2%	3.3%
CC1=C(C(=O)Nc2ccccc2)C(c2ccc(C(C)C)cc2)N2C(=O)CSC2=N1 (stereo unspecified)	16%	-7%	-16%	-8%	i
Cc1cc(C(=O)CN2C(=O)c3cccc(N)c3C2=O)c(C)n1Cc1cccs1	30%	1%	-15%	7%	3.1%
O=C(CCc1nc2ccccc2c(=O)[nH]1)Nc1ccc(F)cc1	-18%	5%	-5%	-9%	1.0%
Cc1nn(CC(=O)NC2C(=O)N3C(C(=O)O)=C(CSc4nnnn4C)CSC23)cc1Br (stereo unspecified)	-20%	-6%	-7%	-39%	1.1%
NS(=O)(=O)c1ccc(NC(=O)C2COc3ccccc3O2)cc1 (stereo unspecified)	9%	-11%	/	11%	/
O=C(CCc1nc2ccccc2c(=O)[nH]1)OCc1ccccc1F	11%	6%	-2%	-8%	i
NC(=Nc1ccc(Cl)cc1)c1ccccc1	-1%	-12%	-1%	-1%	1.4%
COc1cccc(NC(=O)NCc2c(-c3ccccc3)noc2C)c1	5%	-5%	-3%	-1%	8.5%
O=C(Cc1c(C(=O)O)[nH]c2ccccc12)NC1CCCC1	-8%	3%	-8%	7%	1.1%
CC(C)NC(=S)Nc1ccc2[nH]c(=O)[nH]c2c1	2%	-17%	-2%	6%	1.7%
CC(C)(C)c1ccc(/C=N/n2cnnc2)cc1	17%	10%	7%	5%	0.8%
CC(C)n1nc(C(=O)NCCc2ccc(S(N)(=O)=O)cc2)c2ccccc2c1=O	-6%	3%	-8%	17%	0.7%
CCSc1nnc(C(N)Cc2ccccc2)o1 (stereo unspecified)	42%	7%	-1%	-12%	2.8%
O=C1c2ccccc2N[C@@H]2C=CC[C@@H]2N1O	/	/	17%	/	1.2%
COc1ccccc1CNC(=O)c1n[nH]c2ccccc12	5%	4%	11%	7%	1.5%
CC(=O)c1c(C)nc2ccc([N+](=O)[O-])cc2c1-c1ccccc1	1%	-6%	1%	-3%	6.7%
Cc1occc1-c1nnc(SCC(=O)c2cc3ccccc3oc2=O)o1	-8%	4%	-1%	-2%	6.1%
CC1=Nc2ccccc2N=C(NC(=O)CSC(=S)N2CCCCC2)C1c1ccccc1 (stereo unspecified)	-7%	0%	-15%	9%	4.6%
Cn1c(CCC(=O)Nc2ccccc2F)nnc1SCC(=O)Nc1ccccc1Cl	-9%	-10%	-1%	6%	1.0%
COc1cc(C(=O)N2C(=O)CCC2=O)cc(OC)c1OC	-9%	6%	-5%	-5%	1.1%
Cc1ccc(C(=O)O/N=C(\N)Cc2cccs2)cc1[N+](=O)[O-]	55%	-7%	-6%	9%	7.0%
O=C1NC(=S)NC1=Cc1ccc(Cl)cc1Cl	/	/	0%	/	3.0%
COc1ccc2[nH]c3c(c2c1)CCN1C(=O)N([C@@H](C)C(=O)NCc2ccco2)C(=O)[C@]31C	25%	4%	2%	2%	i
Oc1ccc(-c2csc(NCc3ccco3)n2)cc1	32%	38%	0%	6%	4.6%
O=C(/C=C/c1ccccc1)c1ccoc1	69%	50%	11%	7%	4.8%
CC(O)[C@H]1CNC(=O)C(=O)N1CCCCC1CCCCC1 (stereo partly specified)	-6%	-1%	-4%	-11%	i
Cc1ccc(C(=O)N/N=C2\CCSC2)cc1[N+](=O)[O-]	7%	-8%	-5%	1%	2.1%
Cc1ccccc1C(=O)N1CCc2cc(-c3nc(NC(=O)Cc4ccc5c(c4)OCO5)sc3C)ccc21	42%	?	-5%	-3%	0.8%
CC(=O)c1ccc(NC(=O)CSc2ccc3nnc(-c4ccccn4)n3n2)cc1	-4%	2%	-1%	-1%	i
CCn1nc(C)c(/C=N/NC(=O)c2ccc3c(c2)c(C)c(C)n3Cc2ccccc2)c1C	19%	40%	3%	15%	6.3%
COc1cccc(NC(=O)c2ccc(S(=O)(=O)N3CCCC3)cc2)c1	-1%	-6%	-8%	3%	i
O=C(Oc1ccc([N+](=O)[O-])cc1)c1cc(-c2ccccc2)nc2ccccc12	66%	-10%	2%	2%	0.5%
O=C(NCC1COc2ccccc2O1)c1cccc(S(=O)(=O)N2CCCCC2)c1 (stereo unspecified)	18%	-11%	-7%	/	5.5%
CCCC(C)NCC(=O)Nc1ccccc1-c1ccccc1 (stereo unspecified)	7%	2%	19%	-11%	4.1%

17 compounds from above, ordered by SMILES length, lowest first:
SMILES	tuberculosis growth	H37Rv inhibition	H1N1 NS1A inhibition	Salmonella PhoP GFP	inhibitors of VEEV	others
O=C(/C=C/c1ccccc1)c1ccoc1	69%	50%	11%	7%	4.8%
O=C1NC(=S)NC1=Cc1ccc(Cl)cc1Cl	/	/	0%	/	3.0%
Oc1ccc(-c2csc(NCc3ccco3)n2)cc1	32%	38%	0%	6%	4.6%
CCCC(C)NCC(=O)Nc1ccccc1-c1ccccc1 (stereo unspecified)	7%	2%	19%	-11%	4.1%
COc1ccccc1CNC(=O)c1n[nH]c2ccccc12	5%	4%	11%	7%	1.5%
COc1cc(C(=O)N2C(=O)CCC2=O)cc(OC)c1OC	-9%	6%	-5%	-5%	1.1%
CC(O)[C@H]1CNC(=O)C(=O)N1CCCCC1CCCCC1 (stereo partly specified)	-6%	-1%	-4%	-11%	i
Cc1ccc(C(=O)N/N=C2\CCSC2)cc1[N+](=O)[O-]	7%	-8%	-5%	1%	2.1%
Cc1occc1-c1nnc(SCC(=O)c2cc3ccccc3oc2=O)o1	-8%	4%	-1%	-2%	6.1%
COc1cccc(NC(=O)c2ccc(S(=O)(=O)N3CCCC3)cc2)c1	-1%	-6%	-8%	3%	i
Cc1ccc(C(=O)O/N=C(\N)Cc2cccs2)cc1[N+](=O)[O-]	55%	-7%	-6%	9%	7.0%
O=C(NCC1COc2ccccc2O1)c1cccc(S(=O)(=O)N2CCCCC2)c1 (stereo unspecified)	18%	-11%	-7%	/	5.5%
CC1=Nc2ccccc2N=C(NC(=O)CSC(=S)N2CCCCC2)C1c1ccccc1 (stereo unspecified)	-7%	0%	-15%	9%	4.6%
O=C(Oc1ccc([N+](=O)[O-])cc1)c1cc(-c2ccccc2)nc2ccccc12	66%	-10%	2%	2%	0.5%
CCn1nc(C)c(/C=N/NC(=O)c2ccc3c(c2)c(C)c(C)n3Cc2ccccc2)c1C	19%	40%	3%	15%	6.3%
Cc1ccccc1C(=O)N1CCc2cc(-c3nc(NC(=O)Cc4ccc5c(c4)OCO5)sc3C)ccc21	42%	?	-5%	-3%	0.8%
COc1ccc2[nH]c3c(c2c1)CCN1C(=O)N([C@@H](C)C(=O)NCc2ccco2)C(=O)[C@]31C	25%	4%	2%	2%	i

Other structures follow.
SMILES	tuberculosis growth	H37Rv inhibition	H1N1 NS1A inhibition	Salmonella PhoP GFP	inhibitors of VEEV	others
COCCNC(=O)CN(c1ccccc1OC)S(C)(=O)=O	-7%	-3%	7%	2%	0.2%
Clc1ccc(/C(Cc2nc3ccccc3[nH]2)=N\Nc2ccccc2)cc1	29%	?	7%	0%	i	inhibitors of VEEV 10K pilot screen=0.0
CC(=O)C1C(=O)NC23CCCCC2C1c1ccccc1O3 (stereo unspecified)	-12%	-6%	-2%	-5%	1.3%
CC(=O)c1cccc(CN2CCN(C(C)C)C(CCO)C2)c1 (stereo unspecified)	-8%	-9%	6%	-1%	i
O=C1N(O)C2(C=CCCC2)/C(=N\O)C12CCCCC2 (stereo unspecified)	49%	?	-4%	-4%	i
CCN(CC)C(=O)[C@H]1C[C@H](CC(=O)NCCc2ccccn2)C(=O)N2CCc3c([nH]c4cc(-c5ccco5)ccc34)[C@]12C	/	/	4%	/	i
Cn1c2ccccc2n2c(=O)c(=O)n(CC(=O)c3ccc(F)cc3)nc12	-16%	-11%	-3%	15%	i
COc1ccc(N2CCN(C(=O)c3cccc(Br)c3)CC2)c([N+](=O)[O-])c1	16%	0%	10%	-13%	3.7%
CC(C)C[C@H](NC(=O)c1[nH]cnc1C(=O)Nc1ccc(CNC(=O)OC(C)(C)C)cc1)C(=O)OC(C)(C)C	26%	2%	-10%	-7%	?
COc1ccc(CNCc2c(C(=O)N(C)C)nc3ccc(Cl)cn23)c(OC)c1	12%	3%	-2%	-3%	1.7%
O=C(CSc1n[nH]c(-c2cccnc2)n1)Nc1ccccc1	3%	-3%	-8%	-7%	1.4%
O=P(CCNCc1ccco1)(c1ccccc1)c1ccccc1	37%	6%	-5%	-4%	4.2%
O=Cc1cn(CCOc2ccccc2)c2ccccc12	17%	-1%	-4%	-2%	1.1%
Fc1ccc(C(c2nnnn2C2CCCC2)N(Cc2ccco2)CC2CCCO2)cc1 (stereo unspecified)	15%	4%	16%	2%	i	inhibitors of VEEV 10K pilot screen=0.0
Cc1cccc2cc(CN(Cc3ccc(F)cc3)C(=O)C(F)(F)F)c3nnnn3c12	3%	5%	-2%	-3%	1.5%
COCCn1c(C)cc(C(=O)COC(=O)c2ccc(NC(=O)CC#N)cc2)c1C	62%	3%	-1%	-2%	1.9%
COc1cc(C)ccc1S(=O)(=O)N1CCN(C23CC4CC(CC(C4)C2)C3)CC1	50%	29µM*	-2%	-2%	i
CCN(CC)C(=O)CC(c1ccc(N(C)C)cc1)c1c(O)cc(OC)cc1OC (stereo unspecified)	5%	-4%	7%	-8%	2.6%	inhibitors of VEEV 10K pilot screen=0.7
Cc1ccc(C)c(S(=O)(=O)Nc2ccccc2C(=O)Nc2ccc(S(=O)(=O)Nc3ncccn3)cc2)c1	48%	-2%	5%	9%	4.4%
CCC(NC(=O)/C(=C\c1ccc2c(c1)OCO2)NC(C)=O)C(=O)O (stereo unspecified)	-9%	0%	-5%	-5%	i
Nc1cccc2c1Cc1cc([N+](=O)[O-])ccc1-2	/	/	-14%	/	0.9%
CSCCC1NC(=O)N(CC(=O)Nc2c(Cl)cc(Cl)cc2Cl)C1=O (stereo unspecified)	-9%	-3%	12%	-2%	i
O=C(Nc1ccccc1)N1CCc2ccccc21	12%	-9%	3%	7%	0.3%
CCC(C)N1C(=O)CCC1C(=O)NCCc1ccc(Cl)cc1 (stereo unspecified)	-7%	5%	-23%	5%	i
O=C(N/N=C/c1ccc([N+](=O)[O-])o1)c1ccc2c(c1)OCO2	?	?	-14%	4%	i
CCC1CCCCN1CC(=O)c1c(C)[nH]c2cc(C)ccc12 (stereo unspecified)	11%	-5%	-1%	8%	i
O=C(Cn1c(NCCO)nc2ccccc21)c1ccc(Cl)cc1Cl	7%	2%	5%	3%	i
CCN(CC)C(=O)C(=O)N/N=C/c1ccc(F)cc1	-2%	6%	-2%	-13%	2.3%
CC(C)CCN1CCN(Cc2coc3ccccc3c2=O)CC1CCO (stereo unspecified)	-4%	1%	-21%	1%	i
COc1ccccc1-n1c(C)nc2cc(C(=O)NCCN3CCOCC3)ccc21	21%	11%	7%	-12%	1.2%
Cc1ccc(NC(=S)NC(=O)c2ccc(Br)o2)c(C)c1	-6%	-2%	6%	-4%	0.1%
COc1ccc(N2CCN(C(=O)c3ccccc3NS(=O)(=O)c3ccc(C)cc3)CC2)cc1	18%	-14%	0%	-3%	5.9%
NS(=O)(=O)c1ccc(CCNC(=O)c2ccncc2)cc1	0%	5%	-6%	-7%	i
COc1cccc(NC(=S)N(CCCN2CCOCC2)C(C)c2cc3ccccc3o2)c1 (stereo unspecified)	12%	-1%	-13%	3%	0.2%
COc1cccc(OC)c1C(=O)NC(=S)Nc1ccc2c(c1)C(=O)N(C)C2=O	-22%	-4%	0%	9%	i
C=CCc1cc(OC)ccc1OCCN1CC(C)OC(C)C1 (stereo unspecified)	0%	3%	-8%	0%	1.2%

An unsorted share of the library; any-hit rate near 1.6%.
